Screens deposited in PubChem by Sanford-Burnham Center for Chemical Genomics.
CHOP UPR activ: apoptotic UPR (CHOP) activation. 330,000 tested, 0.34% active. activation, % at 10 µM. CHO-CHOP luciferase reporter, luminescence; percent of tunicamycin response over DMSO baseline;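 active = at 10 µM dose, activation of 40% or more, normalized to positive control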;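 also: 100% = tunicamycin at 10 µg/mL and 0% = DMSO alone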
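Assay system: CHO-CHOP cells, stable luciferase reporter of PERK-eIF2a-CHOP signalling / Buffer or medium: F12 plus 10% serum / Compound dosing: one dose, 10 µM in 0.5% DMSO / Times: 6 h compound treatment, 37 °C / Technique: luciferase luminescence / Read-out: % reporter activation, DMSO baseline versus tunicamycin full activation / Benchmarks: tunicamycin and DMSO controls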
Mdm2-MdmX inh: human Mdm2/MdmX binding inhibition; 330,000 tested, 3% active; SaOS-2 split-luciferase Mdm2/MdmX complementation, luminescence; inhibition, % at 8 µM; AID 485346; O15151+Q00987;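 active = inhibition of at least 50% at 8 µM in the primary screen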
CXCR6 block: blocks human CXCR6 beta-arrestin recruitment | AID 602244 | 360,000 tested, 0.36% active | inhibition, % at 20 µM | O00574 | CHO-K1 PathHunter CXCR6 beta-arrestin, luminescence; in the data active = inhibition above about 34%, passing the limit was not always enough;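 also: antagonist mode with CXCL16 agonist at 10 nM final; 0% = 10 nM CXCL16 with DMSO and 100% = unstimulated wells without agonist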
Target sequence (O00574 whole entry, looked up): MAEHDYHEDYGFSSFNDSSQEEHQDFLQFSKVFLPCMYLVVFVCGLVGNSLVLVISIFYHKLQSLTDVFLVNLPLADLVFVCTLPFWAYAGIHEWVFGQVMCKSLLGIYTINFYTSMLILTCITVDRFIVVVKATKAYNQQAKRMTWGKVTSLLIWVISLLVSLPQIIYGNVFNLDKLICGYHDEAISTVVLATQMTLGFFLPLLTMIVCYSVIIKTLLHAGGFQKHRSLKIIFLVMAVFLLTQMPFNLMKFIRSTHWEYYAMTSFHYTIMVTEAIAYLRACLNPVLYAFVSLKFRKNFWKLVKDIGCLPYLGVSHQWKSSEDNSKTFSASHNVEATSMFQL
APJ ag: agonists of human APJ apelin receptor | P35414 | CHO-K1 APJ PathHunter beta-arrestin, luminescence; 0% DMSO wells, 100% apelin | activation, % at 20 µM | AID 2520 | 330,000 tested, 0.11% active;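 active = activation more than six SD over the plate average, tested at 20 µM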;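 also: 0% = DMSO alone and 100% = apelin-13 at 10 nM; some results filed as inactive read as strong as hits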
Target sequence (P35414 whole entry, looked up): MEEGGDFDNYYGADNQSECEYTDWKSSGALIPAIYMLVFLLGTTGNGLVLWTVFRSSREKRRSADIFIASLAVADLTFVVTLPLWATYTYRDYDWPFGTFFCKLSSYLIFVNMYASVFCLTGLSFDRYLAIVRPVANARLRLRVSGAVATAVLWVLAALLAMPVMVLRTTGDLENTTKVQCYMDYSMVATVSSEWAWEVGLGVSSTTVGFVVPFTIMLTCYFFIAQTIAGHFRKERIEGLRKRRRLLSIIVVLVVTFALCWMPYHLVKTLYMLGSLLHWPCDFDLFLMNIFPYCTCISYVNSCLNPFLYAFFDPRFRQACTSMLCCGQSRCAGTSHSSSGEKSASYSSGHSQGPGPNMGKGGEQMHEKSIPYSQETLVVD
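Test system: CHO-K1 APJ beta-arrestin complementation cell line. Amount: cell density 1000 per well. Controls: DMSO negative, 10 nM Apelin-13 positive. Signal: luminescent beta-gal fragment complementation, chemiluminescent substrate. Read-out basis: agonist-driven arrestin binding to APJ. Timing: compound stimulation 90 min at 25 °C, detection 60 min.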
TIM10 inh: inhibits growth of TIM10 yeast strain | S. cerevisiae TIM10 strain growth, BacTiter-Glo luminescence, 24 h | inhibition, % at 10 µM | 330,000 tested, 1.4% active;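 active = inhibition of 40% or more at the single tested concentration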;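 also: wild-type TIM10 isogenic control strain grown at permissive 25 °C; 0% = DMSO yeast wells and 100% = minimal medium wells without yeast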
APJ antag: antagonists of human APJ apelin receptor. AID 2521. 330,000 tested, 0.32% active. P35414. inhibition, % at 20 µM. CHO-K1 APJ beta-arrestin complementation, luminescence;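 active = inhibition above about 40% at 20 µM, limit read from the data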;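 also: cells challenged with 10 nM apelin-13 agonist together with compound; plate controls were apelin-13 plus DMSO wells for no effect and DMSO wells lacking apelin-13 for full effect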
XBP1 UPR activ: adaptive UPR (XBP1) activation; CHO-XBP1 luciferase reporter, IRE1-XBP1 UPR activation, luminescence; percent of tunicamycin response, DMSO as zero; activation, % at 20 µM; 330,000 tested, 0.33% active; AID 463104;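 active = versus positive control, 20 µM dose yields 30% or more activation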;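 also: 100% = tunicamycin at 10 µg/mL and 0% = DMSO only wells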
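Material: CHO-XBP1 cells stably carrying IRE1-XBP1-driven luciferase reporter / Amount: 1000 cells per well / Compound: 20 µM, 1% DMSO / Times: 6 h treatment, 37 °C / Detection: luciferase luminescence / Measure: % activation of reporter signal versus tunicamycin and DMSO controls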
tim23-1 inh: tim23-1 yeast growth inhibition; S. cerevisiae tim23-1 growth, BacTiter-Glo luminescence, 24 h; inhibition, % at 20 µM; 330,000 tested, 1.3% active; AID 463212;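 active = growth inhibition of the mutant yeast at or above 50%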;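 also: temperature-sensitive mutant grown at 25 °C; plate controls were DMSO-treated mutant yeast for no effect and medium wells lacking yeast for full effect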
tim10-1 inh: inhibits growth of tim10-1 mutant yeast. inhibition, % at 20 µM. AID 463190. 330,000 tested, 2.2% active. S. cerevisiae tim10-1 ts strain growth, BacTiter-Glo, 24 h;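 active = inhibition of at least 40%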;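 also: mutant grown at 25 °C; 0% = DMSO wells with yeast and 100% = wells holding no yeast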
* marks the source's active call; other numbers are inactive results. The list is partial; rates above refer to the full screens.

Letters: A = CHOP UPR activ; B = Mdm2-MdmX inh; C = CXCR6 block; D = APJ ag; E = TIM10 inh; F = APJ antag; G = XBP1 UPR activ; H = tim23-1 inh; I = tim10-1 inh
CCn1cc(S(=O)(=O)c2ccc(Cl)cc2)c(=O)c2cc(OC)ccc21
  A = 1.6	B = 12	C = -1	D = -4	E = 14	F = 5	G = -3	H = 2	I = 19

COC/C=C/C1=CC2=CC(=O)C(C)(OC(=O)c3cnc4ccccc4n3)C(=O)C2=CN1CCN1CCOCC1 (stereo unspecified)
  A = 0.7	B = -27	C = -16	D = 5	E = -10	F = -90	G = 1	H = -3	I = -6

O=C(CCCCCN1C(=O)c2ccccc2C1=O)NCCc1nc2ccccc2[nH]1
  A = -0.5	B = -21	C = -10	D = 0	E = -8	F = -8	G = -4	H = 8	I = 12

CCOc1ccc(CNC(=O)CCCN2C(=O)C(c3ccccc3)Oc3cccnc32)cc1 (stereo unspecified)
  A = -0.1	B = 9	C = 3	D = 6	E = 11	F = -11	G = -3	H = 9	I = 10

COc1ccccc1C(=O)NC(=S)NC12CC3CC(CC(C3)C1)C2
  A = 2.3	B = 64*	C = -5	D = 8	E = 12	F = 3	G = 4	H = 16	I = 25

Cc1csc(NC(=O)C2CC(=O)N(c3ccc(C)c(C)c3)C2)n1 (stereo unspecified)
  A = -0.2	B = 10	C = 0	D = -2	E = 19	F = 8	G = -4	H = 14	I = 0

Cc1ccc(CNC(=S)N2CCOCC2)cc1
  A = 0.3	B = 2	C = -10	D = -2	E = -7	F = 13	G = 1	H = -8	I = -7

Cc1csc(CNc2ncnc3ccc(-c4ccc5c(c4)OCO5)cc23)c1
  A = 1.1	B = 20	C = -6	D = -1	E = 7	F = 12	G = -1	H = 24	I = 16

CC(O)(C#CCN1CCCCC1)c1ccccc1 (stereo unspecified)
  A = -0.4	B = 8	C = -6	D = 2	E = -12	F = 2	G = -1	H = -15	I = -13

CC(=O)NC(Cc1ccc(C)cc1)C(=O)NC1CCN(C(=O)c2cnccn2)CC1 (stereo unspecified)
  A = -1.9	B = 6	C = 12	D = 0	E = 3	F = 8	G = -2	H = 3	I = -3

CCC(Sc1nc2cc(OC)c(OC)cc2c(=O)n1CCc1ccc(OC)c(OC)c1)C(=O)NCCOC (stereo unspecified)
  A = 1.2	B = -2	C = 4	D = 4	E = 0	F = -6	G = -2	H = 9	I = 22

O=C(C1CCCC1)N1CCN(S(=O)(=O)c2cccc(Cl)c2Cl)CC1
  A = 2.8	B = -6	C = -10	D = -5	E = 15	F = 5	G = -4	H = 15	I = -2

O=C(COC(=O)/C=C/c1cc(Br)ccc1F)Nc1ccc2[nH]c(=O)[nH]c2c1
  A = 2.2	B = 28	C = -1	D = -1	E = -8	F = 10	G = 0	H = -17	I = 1

Cc1ccc(C(=O)N2CCN(C(=O)C3CCCO3)CC2)cc1 (stereo unspecified)
  A = 0.2	B = 13	C = -8	D = -3	E = 2	F = 5	G = -2	H = -16	I = -17

CC(OC(=O)Cn1[nH]c(=O)c2ccccc2c1=O)C(=O)c1ccccc1 (stereo unspecified)
  A = 0.7	B = 6	C = -4	D = 0	E = -4	F = 28	G = -6	H = 14	I = 17

CCOc1ccc(NC(=O)CN(C)C(=O)c2cc(S(=O)(=O)N(C)C)ccc2N2CCCC2)cc1OCC
  A = 2.5	B = 9	C = 1	D = 0	E = 4	F = 4	G = -3	H = 1	I = 8

CCCCNCCOCCOc1ccc(Cl)cc1Br
  A = 0.0	B = 30	C = 9	D = -4	E = -40	F = -5	G = 1	H = -3	I = -32

COCc1cc(=O)[nH]c(SCC(=O)Nc2ccccc2)n1
  A = -1.4	B = 10	C = 2	D = -3	E = -1	F = -1	G = -1	H = 7	I = 20

CCCOc1c(Br)cc(C(=O)OCC(=O)NC2CC2)cc1OC
  A = 0.4	B = -4	C = -2	D = 4	E = -5	F = -61	G = -2	H = 14	I = 9

COc1ccc(C2C(=O)N(C3CCCCC3)CC(=O)N2Cc2ccco2)cc1 (stereo unspecified)
  A = -0.5	B = -16	C = 5	D = 0	E = 16	F = -13	G = -2	H = 34	I = 34

CCN1CCN(CCNC(=O)c2ccc(CS(=O)(=O)c3ccccc3C)o2)CC1
  A = -1.0	B = 14	C = -9	D = 4	E = 10	F = 3	G = -4	H = 19	I = 11

COc1ccc(Br)cc1C(C[N+](=O)[O-])c1c(N)n(C)c(=O)n(C)c1=O (stereo unspecified)
  A = 13	B = 50*	C = 5	D = 1	E = 19	F = -1	G = 5	H = 37	I = 28

Cc1onc(-c2c(Cl)cccc2Cl)c1C(=O)N=C(N)N1CC(C)OC(C)C1 (stereo unspecified)
  A = -0.6	B = 7	C = 4	D = 0	E = -8	F = 7	G = -1	H = -8	I = -1

CCc1nnc(NC(=O)C2CCCN(c3nc(C)cc(C)n3)C2)s1 (stereo unspecified)
  A = 0.8	B = 9	C = 1	D = -2	E = 11	F = -13	G = 1	H = -1	I = 7

O=C(Nc1cccc(C(=O)Nc2cccc(Br)c2)c1)c1ccccc1
  A = 2.2	B = -3	C = -11	D = 0	E = 12	F = 10	G = 0	H = 46	I = 5

Cc1ccc(C(=O)Nc2ccncc2)o1
  A = -1.8	B = 3	C = -2	D = 1	E = 9	F = -11	G = -1	H = -1	I = 14

COc1cc(C(=O)N/C(=C\c2cn(C)c3ccccc23)C(=O)NCCCn2ccnc2)cc(OC)c1OC
  A = -0.2	B = -9	C = 1	D = 0	E = 10	F = 15	G = -6	H = 2	I = -1

COc1ccccc1NC(=O)C1C2C=CC(C2)C1C(=O)NCc1cccnc1 (stereo unspecified)
  A = 1.2	B = -6	C = 3	D = 0	E = -10	F = -7	G = -4	H = 5	I = -6

C/C(CC(=O)Nc1ccc(C)c(Cl)c1)=N\NC(=O)Cc1cnc(N)s1
  A = -0.4	B = 10	C = -23	D = -3	E = -2	F = 15	G = 6	H = 12	I = -6

COc1cc(C(=O)OCC(=O)NC2CCS(=O)(=O)C2)c([N+](=O)[O-])cc1OC (stereo unspecified)
  A = 1.1	B = -28	C = -6	D = -1	E = 10	F = -5	G = -3	H = 9	I = 5

Cc1nonc1NC(=O)OC1CCCCC1
  A = -1.3	B = -11	C = -14	D = -1	E = 16	F = 26	G = 5	H = 31	I = 36

CC1CC(C)CN(S(=O)(=O)c2ccc(NN)nc2)C1 (stereo unspecified)
  A = -0.5	B = 28	C = 16	D = 3	E = -16	F = -6	G = -1	H = 7	I = 1

C/C(=N\Nc1ccccc1C)c1cccnc1
  A = 2.2	B = 13	C = -4	D = -3	E = 2	F = -36	G = 4	H = 36	I = -8

Cc1ccc(CNc2ccc(Cl)cc2[N+](=O)[O-])cc1
  A = 5.9	B = -17	C = 8	D = -1	E = 11	F = 14	G = 5	H = 19	I = -8

CCOc1cc(N2CCOCC2)c(OCC)cc1NC(=O)COC(=O)c1cc(C)cc(C)c1
  A = -0.8	B = 22	C = 9	D = -4	E = 31	F = -7	G = 0	H = 9	I = 30

Cc1ccc(-c2nnc(N3CCN(C(=O)CN4CCOCC4)CC3)c3ccccc23)cc1
  A = 0.1	B = 18	C = -2	D = -4	E = -3	F = 21	G = 1	H = 13	I = 8

O=C(N/N=C/c1ccc(O)cc1)c1cc[n+](Cc2ccccc2)cc1
  A = 0.4	B = -24	C = -3	D = 1	E = 9	F = 1	G = 0	H = 5	I = 16

COc1ccc(-n2c(Cc3cc(=O)[nH]c(=O)[nH]3)nnc2SCC(=O)Nc2ccccc2)cc1
  A = -0.5	B = 10	C = 2	D = -4	E = -2	F = 6	G = -2	H = -8	I = -11

Cc1oc(C(C)(C)C)cc1C(=O)N1CCN(c2ncccc2C(F)(F)F)CC1
  A = 0.5	B = -1	C = 7	D = 3	E = 33	F = 1	G = -3	H = 26	I = 21

CC(=O)NCCn1c(SCC#N)nc2ccccc2c1=O
  A = -4.2	B = -5	C = 0	D = 0	E = -7	F = 0	G = 2	H = -7	I = 10

Reprinted from the part before: 4 compounds, followed by the next part.
Letters: A = CHOP UPR activ; B = Mdm2-MdmX inh; C = CXCR6 block; D = APJ ag; E = TIM10 inh; F = APJ antag; G = XBP1 UPR activ; H = tim23-1 inh; I = tim10-1 inh
O=C(N/N=C/c1ccc(O)cc1)c1cc[n+](Cc2ccccc2)cc1
  A = 0.4	B = -24	C = -3	D = 1	E = 9	F = 1	G = 0	H = 5	I = 16

COc1ccc(-n2c(Cc3cc(=O)[nH]c(=O)[nH]3)nnc2SCC(=O)Nc2ccccc2)cc1
  A = -0.5	B = 10	C = 2	D = -4	E = -2	F = 6	G = -2	H = -8	I = -11

Cc1oc(C(C)(C)C)cc1C(=O)N1CCN(c2ncccc2C(F)(F)F)CC1
  A = 0.5	B = -1	C = 7	D = 3	E = 33	F = 1	G = -3	H = 26	I = 21

CC(=O)NCCn1c(SCC#N)nc2ccccc2c1=O
  A = -4.2	B = -5	C = 0	D = 0	E = -7	F = 0	G = 2	H = -7	I = 10

CCn1ncc(CN2CCC(Oc3ccc(C(=O)N4CCCC4)cc3)CC2)c1C
  A = -0.1	B = 23	C = -6	D = -1	E = 13	F = 19	G = -4	H = 8	I = -7

Cc1ccc(SCC(=O)Nc2ccc(N3CCOCC3)cc2)c(C)c1
  A = 0.2	B = 19	C = 1	D = 0	E = 6	F = 14	G = 1	H = 7	I = 11

Cc1cccc(OCc2nc(-c3ccc(-n4cccc4)cc3)no2)c1
  A = -0.9	B = 5	C = 5	D = -2	E = -2	F = 6	G = -1	H = 16	I = 0

CC(C)c1ccc(CNc2nc3nc4c(c(=O)n3[nH]2)CCC4)cc1
  A = -0.6	B = -10	C = -2	D = -4	E = -4	F = 10	G = -2	H = -11	I = -9

Cc1cccc2sc(NS(C)(=O)=O)nc12
  A = -1.0	B = 24	C = 0	D = -3	E = -3	F = 11	G = -1	H = 4	I = -4

CC(=O)Nc1ccc(S(=O)(=O)Nc2ccccc2C(=O)N2CCCCC2)cc1
  A = 0.6	B = 0	C = 4	D = 3	E = -6	F = 28	G = 1	H = 10	I = 12

CC(=O)Nc1cc(NC(=O)C2C3C=CC(C3)C2C(=O)O)ccc1Cl (stereo unspecified)
  A = -1.6	B = -34	C = 4	D = 12	E = -8	F = -10	G = -1	H = 19	I = 1

C/C(=N\Nc1ccc(Cl)c(C(=O)O)c1)c1ccccn1
  A = 1.8	B = 6	C = 4	D = -1	E = -16	F = 7	G = -1	H = -4	I = -2

CC(/C=N\Nc1nnc2c(n1)[nH]c1c(C)cccc12)=C\c1ccco1
  A = 0.8	B = 91*	C = 0	D = 4	E = 20	F = 7	G = 4	H = 17	I = 13

CC(SCc1ccccc1)C(=O)Nc1ccccc1Br (stereo unspecified)
  A = 3.2	B = 20	C = -3	D = -2	E = -7	F = 10	G = -3	H = 17	I = -2

CCOC(=O)N1CCc2c(sc(NC(=O)CN3CCOCC3)c2C(=O)Nc2ccccc2)C1
  A = -1.2	B = 18	C = 3	D = -1	E = 3	F = -7	G = -1	H = 11	I = 1

CC1CC(C(F)(F)C(F)(F)F)n2nc(C(=O)O)cc2N1 (stereo unspecified)
  A = -1.1	B = 3	C = -8	D = 0	E = -5	F = 6	G = -4	H = 2	I = -4
